Source: PubChem BioAssay (Broad Institute)
PAX8 reporter – PAX8 transcriptional activity inhibition. inhibition, % at 12.6 µM. RMG-I TPO-luciferase reporter, SteadyGlo, 24 h. actives 1.2% (n = 360,000);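 active = mean replicate inhibition at least 60% with every replicate also reaching 60%; inconclusive = only one of the two criteria is met; inactive = mean below 60% and not all replicates reaching 60%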;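 also: luciferase light reporting Pax8 driven TPO promoter activity; plate controls were median of neutral control wells for no effect and mitoxantrone controls for full effect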
GSIS activator – primary screen for activators of insulin secretion dependent on glucose, INS-1E cells, GLuc reporter luminescence; INS-1E GLuc reporter insulin secretion, 2-3 h; activation, % at 16.6 µM; actives 0.61% (n = 370,000);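 active = lowest replicate activation of at least 40%, so every replicate reaches that level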;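 also: 0% = median of neutral control wells and 100% = median of IBMX positive control wells; some compounds called inactive have numbers as strong as hits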
LGR2 antag – inhibitors of bursicon-induced Drosophila LGR2 receptor cAMP signaling; HEK293 LGR2, CRE-luciferase, bursicon-stimulated, 4 h; actives 0.35% (n = 380,000); AID 720647; inhibition, % at 9.99 µM;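 active = drop in luminescence signal, shown as inhibition above about 50% in the replicate tests, limit read from the data, passing the limit was not always enough; inconclusive = probably only some replicates passing the limit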;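 also: agonist challenge used bursicon conditioned medium at about half maximal strength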
Numbers without * were called inactive; ? = inconclusive. An excerpt. The share of hits here may be higher or lower than overall.

#1 CC(C)CC(=O)NC(=S)Nc1ccc(F)cc1F
#2 CCCCn1c(N)c(N(CCOC)C(=O)CSc2ccccc2C)c(=O)[nH]c1=O
#3 CCCCC[C@H](C)N1C[C@@H](COCc2ccccc2)Oc2cc(N3CCC[C@@H]3COC)ccc2S1(=O)=O
#4 O=C(Cc1ccc(-c2ccccc2)cc1)NCc1cccnc1
#5 CC1OC(COCc2ccccc2)Cc2[nH][nH]c(=O)c21 (configuration not stated)
#6 Nc1c(-c2ccccc2)c(CN2CCOCC2)nn1-c1ccccc1
#7 COC(=O)CCCn1cc(CN2CC(N3CCN(C4CCN(C)CC4)CC3)CS2(=O)=O)nn1 (configuration not stated)
#8 N#Cc1c(N)[nH]c(C(=O)c2ccccc2)c1-c1ccccc1Br
Compound,1,2,3,4,5,6,7,8
LGR2 antag,-4,11,-4,-12,-29,-6,1,1
PAX8 reporter,-24,-12,12,-26,-22,5,-7,-11
GSIS activator,6,7,11,10,3,13,18,-26

#9 C(=N\Nc1nc(N2CCCCCC2)nc(N2CCCCCC2)n1)/c1ccccc1
#10 COC(=O)c1cccc(C23CC4(C2)[C@H](CN(Cc2ccc(C(F)(F)F)cc2)[C@@H]4c2ccccc2)C3c2ccc(C(F)(F)F)cc2)c1 (some centres not stated)
#11 CN1C(c2ccccc2)CC(C)(O)CC1c1ccccc1 (configuration not stated)
#12 Clc1ccc(C(c2cccs2)N2CCNCC2)cc1 (configuration not stated)
#13 O=C(O)Cn1c(CCS(=O)(=O)c2ccc(Br)cc2)nc2ccccc21
#14 COC(=O)/C=C1\OCc2cc(OC)c(OC)cc21
#15 O=C(COC(=O)c1cc(Br)ccc1O)Nc1cccnc1Cl
#16 CCOC(=O)c1sc2nc(Cc3ccc(Cl)cc3)[nH]c(=S)c2c1C
Compound,9,10,11,12,13,14,15,16
LGR2 antag,19,11,6,19,2,-22,6,-12
PAX8 reporter,6,9,-5,17,1,-13,-3,-2
GSIS activator,-16,9,5,-10,-5,55*,11,5

Entries 7 through 13 of the list above:
#7 COC(=O)CCCn1cc(CN2CC(N3CCN(C4CCN(C)CC4)CC3)CS2(=O)=O)nn1 (configuration not stated)
#8 N#Cc1c(N)[nH]c(C(=O)c2ccccc2)c1-c1ccccc1Br
#9 C(=N\Nc1nc(N2CCCCCC2)nc(N2CCCCCC2)n1)/c1ccccc1
#10 COC(=O)c1cccc(C23CC4(C2)[C@H](CN(Cc2ccc(C(F)(F)F)cc2)[C@@H]4c2ccccc2)C3c2ccc(C(F)(F)F)cc2)c1 (some centres not stated)
#11 CN1C(c2ccccc2)CC(C)(O)CC1c1ccccc1 (configuration not stated)
#12 Clc1ccc(C(c2cccs2)N2CCNCC2)cc1 (configuration not stated)
#13 O=C(O)Cn1c(CCS(=O)(=O)c2ccc(Br)cc2)nc2ccccc21
Compound,7,8,9,10,11,12,13
LGR2 antag,1,1,19,11,6,19,2
PAX8 reporter,-7,-11,6,9,-5,17,1
GSIS activator,18,-26,-16,9,5,-10,-5

(continued)
#17 COC(=O)c1c(C)[nH]c(O)c1C=Nc1ccc(Oc2ccccc2)cc1
#18 COC(=O)C1=CN(c2ccc(N3CCOCC3)cc2)C(N)=C(C#N)C1c1cccc(OC)c1OC (configuration not stated)
#19 COc1ccc2c3c([nH]c2c1)[C@@H](CO)N(C(=O)C1CC1)CC31CCN(Cc2cccc(F)c2)CC1
#20 O=C(O)c1cccc(S(=O)(=O)N2CCN(S(=O)(=O)c3ccc4ccccc4c3)CC2)c1
#21 O=C(NC1=NCCS1)c1cc(-c2ccc(-c3ccccc3)cc2)nc2ccccc12
#22 Cc1ccc(-n2c(C)c([N+](=O)[O-])c3ccc(O)cc32)cc1
#23 Cc1nnc(SCc2nc3sc4c(c3c(=O)[nH]2)CCCC4)n(N)c1=O
#24 Cc1ccc(C=C(C#N)C(=O)c2ccccc2)cc1
Compound,17,18,19,20,21,22,23,24
LGR2 antag,-9,9,8,-8,-100,5,9,1
PAX8 reporter,-2,9,32,-20,-117,1,12,-25
GSIS activator,-11,-24,-18,2,1,-3,0,-6

#25 CCc1cccc2c(C(=O)COC(=O)c3ccc([N+](=O)[O-])s3)c[nH]c12
#26 CC(Oc1ccc(Cl)cc1)c1ccc(C#N)c(=O)[nH]1 (configuration not stated)
#27 COc1cccc(CNC(=O)[C@H]2CCCN2C(=O)[C@H]2CCCN2C(=O)N2CCCCC2)c1
#28 COC(=O)[C@]12C[C@H](CC(=O)NCC3CCCCC3)C(=O)N(CCC3=CCCCC3)C1=C[C@H](C(C)(C)C)O[C@@H]2C
#29 O=C(CSc1cccc(C(F)(F)F)c1)NC(=O)c1ccccc1
#30 COc1ccc(C)cc1NC(=O)c1cnc2sccn2c1=O
#31 COc1ccc2c3c(n(C)c2c1)[C@H](CO)N(C(=O)C1CCCC1)CC31CN(C)C1
#32 Oc1ccccc1N=Nc1ccccc1O
Compound,25,26,27,28,29,30,31,32
LGR2 antag,6,-19,-31,-13,-8,4,7,-53
PAX8 reporter,14,5,-2,33,-23,10,-25,15
GSIS activator,0,-13,4,85,-2,-2,2,5

#33 Cc1csc(NC(=S)Nc2cccc(Cl)c2)n1
#34 CCN(CC(=O)Nc1ccc(NC(C)=O)cc1)C(=O)C1CC1
#35 O=C(Nc1ccc(F)cc1)C(c1ccncc1)N1CCN(CC(=O)N2CCCC2)CC1 (configuration not stated)
#36 Cc1ccc2nc3n(c(=O)c2c1)-c1ccccc1C(=O)NC3CC(C)C (configuration not stated)
#37 Cc1cccc(OCc2nnc(SCC(=O)Nc3cccc(C(=O)N4CCOCC4)c3)n2C)c1
#38 COC(=O)c1ccc(CSc2nc3sc(C(=O)O)c(C)c3c(=O)[nH]2)cc1
#39 CCCCCNC(=O)C(c1ccc(OC)cc1)n1c(=O)c(-c2ccccc2)nc2ccccc21 (configuration not stated)
#40 O=C(NNc1ccccc1)C(=O)NNS(=O)(=O)c1ccc([N+](=O)[O-])cc1
Compound,33,34,35,36,37,38,39,40
LGR2 antag,-46,-5,-17,22,-4,16,3,-35
PAX8 reporter,-22,-9,-10,2,11,13,22,-19
GSIS activator,-12,8,7,-6,-24,-7,-1,-7

#41 CCN1C(=O)C(CC(=O)NCCc2ccccc2)N(NC(=O)c2ccc(Br)cc2)C1=S (configuration not stated)
#42 O=C1Nc2ccccc2NC(c2ccc3c(c2)OCO3)=C1N(Cc1ccc(F)cc1)C(=O)c1ccco1
#43 COc1ccccc1NC(=O)N[C@H]1CC[C@H](CCNS(=O)(=O)c2ccc(C)cc2)O[C@H]1CO
#44 CN(CC(=O)Nc1ccc(Cl)cc1)Cc1cc(=O)n2ccsc2n1
#45 CN1CC[C@@H]2CN(S(=O)(=O)c3ccccc3)[C@H](c3ccccc3Br)C[C@@H]21
#46 COc1ccc(/C=N/NC(=O)Nc2ccc3nsnc3c2)c(OC)c1
#47 CCCCCCN1CCN(C2CN(Cc3cn(Cc4cccc(C(F)(F)F)c4)nn3)S(=O)(=O)C2)CC1 (configuration not stated)
#48 Cc1cccc(C)c1-n1nnnc1C1c2ccccc2C(=O)N1CCCn1ccnc1 (configuration not stated)
Compound,41,42,43,44,45,46,47,48
LGR2 antag,12,12,10,-4,-6,9,33,-5
PAX8 reporter,5,16,10,2,10,-8,8,-14
GSIS activator,-30,-29,4,-25,-4,-11,-12,12

Pulled one by one from above:
#46 COc1ccc(/C=N/NC(=O)Nc2ccc3nsnc3c2)c(OC)c1
#41 CCN1C(=O)C(CC(=O)NCCc2ccccc2)N(NC(=O)c2ccc(Br)cc2)C1=S (configuration not stated)
#43 COc1ccccc1NC(=O)N[C@H]1CC[C@H](CCNS(=O)(=O)c2ccc(C)cc2)O[C@H]1CO
#45 CN1CC[C@@H]2CN(S(=O)(=O)c3ccccc3)[C@H](c3ccccc3Br)C[C@@H]21
#42 O=C1Nc2ccccc2NC(c2ccc3c(c2)OCO3)=C1N(Cc1ccc(F)cc1)C(=O)c1ccco1
Compound,46,41,43,45,42
LGR2 antag,9,12,10,-6,12
PAX8 reporter,-8,5,10,10,16
GSIS activator,-11,-30,4,-4,-29

(further entries)
#49 COc1ccc(CNCCC(c2ccc(OC(C)C)cc2)c2ccccc2OC)cc1 (configuration not stated)
#50 COC(=O)C1=CN(c2ccc(C)cc2)C(N)=C(C#N)C1c1ccccc1F (configuration not stated)
#51 O=C1NC[C@H](Cc2ccc(O)cc2)N(C[C@@H]2CCCN2C[C@H](Cc2ccc(O)cc2)N2C[C@H](Cc3ccccc3)N(CC3CCCCC3)C(=O)C2=O)C1=O
#52 O=C(CNCc1ccco1)Nc1ccc(N2CCCCCC2)cc1
#53 S=C(NCCc1c[nH]c2ccccc12)NC1CCCC1
#54 COC(=O)[C@@]1(C(C)C)N=C(c2cc(OC)c(OC)c(OC)c2)[C@]2(O1)C(=O)N(C)c1ccccc12
#55 COc1ccc2c3c(n(C)c2c1)[C@@H](CO)N(CC1CCCC1)CC31CCN(C(=O)CN(C)C)CC1
#56 Cc1ccc2c(=O)n3c(nc2c1)C(Cc1ccccc1)NC(=O)c1cc(Cl)ccc1-3 (configuration not stated)
Compound,49,50,51,52,53,54,55,56
LGR2 antag,-1,0,-3,3,2,?,-1,12
PAX8 reporter,68*,15,-4,-11,-1,-3,-5,17
GSIS activator,5,-25,9,-2,3,1,-18,-3

#57 CCOC(=O)c1ccccc1NC(=O)c1c(N)n(C)c(=O)[nH]c1=O
#58 CC(C)C[C@H]1COc2cccc(N3CCSCC3)c2S(=O)(=O)N1
#59 O=C(C(=O)N1CCC(CNC(=O)C2COc3ccccc3O2)CC1)c1cccs1 (configuration not stated)
#60 COc1ccccc1-c1ccc2n(c1=O)C[C@H]1[C@H](CO)[C@@H](C(=O)NCc3ccccn3)[C@@H]2N1C
#61 COc1ccc2c3c(n(C)c2c1)[C@H](CO)N(S(C)(=O)=O)CC31CCN(C(=O)C2CC2)CC1
#62 COc1ccccc1N1CCN(C(=O)Nc2ccc(F)c(Cl)c2)CC1
#63 CCCCCCCCN1C(=O)[C@@H](CC(=O)NCCCOCCCC)C[C@@]2(C(=O)OC)C1=C[C@H](C1CCCC1)O[C@@H]2C
#64 Cc1ccc(S(=O)(=O)Oc2ccccc2/C=C2\SC(=O)NC2=O)cc1
Compound,57,58,59,60,61,62,63,64
LGR2 antag,-1,2,-11,-3,4,-23,14,-3
PAX8 reporter,17,-4,-1,-10,-22,-11,13,14
GSIS activator,3,-11,23,5,18,-13,-35,-4

#65 Cc1ccc2nc(-c3ccc(NC(=O)CN(C)S(=O)(=O)c4ccccc4)cc3)sc2c1
#66 Cc1ccc(/C=C/C(=O)NCc2ccco2)o1
#67 C[C@@H]1CN([C@H](C)CO)C(=O)c2c(c3ccccc3n2C)-c2ccccc2CO[C@@H]1CN(C)C(=O)Nc1ccc(-c2ccccc2)cc1
#68 COc1ccc2c(c1)/C(=N/OC(=O)c1cccs1)CCC2
#69 COc1cc(OC)c(NC(=O)C(Sc2nc(C)cc(C)c2C#N)c2ccccc2)cc1Cl (configuration not stated)
#70 N#C/C(=C\Nc1ccc2c(c1)OCCO2)c1nc(-c2ccccc2)cs1
#71 O=C(C(=O)N1CCC(CNS(=O)(=O)c2ccc3ccccc3c2)CC1)c1cc2ccccc2o1
#72 NC(=O)C1CCN(C(=O)CC2(CC(=O)O)CCCCC2)CC1
Compound,65,66,67,68,69,70,71,72
LGR2 antag,-68,9,13,4,-3,-16,-7,12
PAX8 reporter,-78,-15,37,35,15,3,18,3
GSIS activator,33,26,12,7,3,0,10,1

Printed as active in GSIS activator, among the entries above:
nr | canonical_smiles | LGR2 antag | GSIS activator
14 | COC(=O)/C=C1\OCc2cc(OC)c(OC)cc21 | -22 | 55*

(list continues)
#73 Nc1nc2ccccc2cc1C(=O)NCc1cccs1
#74 O=C(CC1CCCC1)N[C@@H](Cc1cccnc1)C(=O)N1CCC[C@H]1C(=O)NC1CCCC1
#75 CN(Cc1ccc(Cl)c(Cl)c1)C(c1cc2ccccc2o1)c1nnnn1C(C)(C)C (configuration not stated)
#76 COC(=O)[C@@]12C[C@@H](CC(=O)NCCCN3CCCC3=O)C(=O)N(CCc3ccc(OC)c(OC)c3)C1=CCC(C)(C)C2
Compound,73,74,75,76
LGR2 antag,-1,-33,13,15
PAX8 reporter,5,-4,19,-9
GSIS activator,-37,15,6,-6
